CHX counter = Cycloheximide Counterscreen for Small Molecule Inhibitors of Shiga Toxin; AID 2314, 2010; 300,000 compounds, 12% hits; cell reporter, cycloheximide protein synthesis inhibition counterscreen; max response, %; in the data active = max response mostly above about 13%, no sharp cut-off; inactive = mostly below about 14%; note: read at 38.3 µM for the half of the compounds with a filed dose; 0% is about no effect
Pf growth 96h = Primary qHTS for delayed death inhibitors of the malarial parasite plastid, 96 hour incubation. P. falciparum luciferase reporter growth, 96 h. Potency, µM (top dose mostly 28.7 µM), for the others: top-dose activity change, negative = inhibition, hits mostly inhibitors. 320,000 compounds, 6.9% hits. AID 504834, 2011; note: potency is the fitted concentration of half-maximal effect; % is set by controls: 0 for no effect and ±100 for the full control effect
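P. falciparum expressing integrated firefly luciferase, in erythrocytes at 2% hematocrit, 0.05% parasitemia, incubated with compounds 96 h at 37 C, 5% CO2. Growth inhibition read as loss of luminescence; two-generation exposure targets delayed-death apicoplast inhibitors.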
TbPYK inhibitor = qHTS of Trypanosoma Brucei Inhibitors; pyruvate kinase (Trypanosoma brucei), Q57TT1; TbPYK enzyme, Kinase-Glo Plus ATP luminescence, 45 min; Potency, µM (doses to about 76.8 µM), inactives show at the highest dose activity, negative = inhibition, hits mostly inhibitors; 410,000 compounds, 0.12% hits; AID 624173, 2012; note: potency is the fitted concentration of half-maximal effect; % is set by controls: 0 for no effect and ±100 for the full control effect; nearly all actives have a fitted effect of over 50% in size
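TbPYK + substrate in 50 mM TEA pH 7.2, 100 mM KCl, 10 mM MgCl2, 0.05% BSA, 0.01% Tween-20; cpd pinned; ADP 130 uM final; 45 min RT; Kinase-Glo Plus 10 min; luminescence endpoint.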
HCV inhibitor = qHTS Assay for Inhibitors of Hepatitis C Virus (HCV); Huh7.5.1 HCVcc-Cre infection, luciferase reporter, 44 h; Potency, µM (doses to about 41.8 µM), inactives show top-dose activity change, negative = inhibition, hits mostly inhibitors; 340,000 compounds, 3.4% hits; note: potency is the fitted concentration of half-maximal effect; % is set by controls: 0 for no effect and ±100 for the full control effect
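Luciferase read-out (15 sec integration) after a 15 min room-temperature substrate step quantifies HCVcc-Cre infection. Cells, 1,000 per well, had compound added 4 h post-plating, then virus at ~0.5 moi, and were cultured 44 h.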
Pf growth 48h = Primary qHTS for delayed death inhibitors of the malarial parasite plastid, 48 hour incubation; Potency, µM (top dose mostly 28.7 µM), for the others: at the highest dose activity change, negative = inhibition, usual class: inhibitors; 310,000 compounds, 5.9% hits; P. falciparum luciferase growth in erythrocytes, 48 h; AID 504832, 2011; note: potency is the fitted concentration of half-maximal effect; % is set by controls: 0 for no effect and ±100 for the full control effect
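Luciferase-expressing P. falciparum in infected erythrocytes (2% hematocrit, 0.1% parasitemia final) in RPMI 1640/0.5% Albumax were exposed to compound for 48 hours at 37 C, 5% CO2; growth read as luminescence.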
LmPK inhibitor = qHTS Assay for Inhibitors of Leishmania Mexicana Pyruvate Kinase (LmPK); Q27686; purified LmPK, Kinase-Glo ATP luminescence, 1 h; Potency, µM (titrated, usually from 57.5 µM), without a hit: at the top dose activity change, negative = inhibition, most hits filed as inhibitors; 290,000 compounds, 0.37% hits; note: potency is the fitted concentration of half-maximal effect; % is set by controls: 0 for no effect and ±100 for the full control effect
Target sequence (Q27686 whole entry, looked up): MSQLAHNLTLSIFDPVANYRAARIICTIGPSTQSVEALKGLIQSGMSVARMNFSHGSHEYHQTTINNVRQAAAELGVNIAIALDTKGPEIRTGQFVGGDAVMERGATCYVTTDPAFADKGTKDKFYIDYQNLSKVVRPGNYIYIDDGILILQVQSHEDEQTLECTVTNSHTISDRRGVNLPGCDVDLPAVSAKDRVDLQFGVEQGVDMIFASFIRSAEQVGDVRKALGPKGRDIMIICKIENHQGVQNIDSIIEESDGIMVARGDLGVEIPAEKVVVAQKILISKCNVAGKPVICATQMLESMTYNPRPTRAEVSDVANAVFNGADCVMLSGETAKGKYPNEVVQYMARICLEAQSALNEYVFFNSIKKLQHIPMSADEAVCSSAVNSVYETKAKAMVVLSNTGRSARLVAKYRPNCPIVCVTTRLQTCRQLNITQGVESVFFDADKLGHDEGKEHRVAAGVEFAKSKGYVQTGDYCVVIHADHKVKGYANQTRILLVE
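qHTS format; LmPK 0.1 nM; substrates PEP 0.5 mM and ADP 0.1 mM. One-hour room-temperature incubation, then coupled luciferase luminescence; 0.5 nM enzyme wells mark activation.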
Shiga inhibitor = A qHTS for Small Molecule Inhibitors of Shiga Toxin; AID 2315, 2010; inhibition, % at 38.7 µM; Vero cells, Shiga toxin protein synthesis inhibition reporter; 290,000 compounds, 9.2% hits; in the data active = inhibition mostly above about 28%, no sharp cut-off; inactive = mostly below about 43%; note: 0% is about no effect
Numbers without * were called inactive; ? = inconclusive; · = no result given; & = joins results of further samples; [ ] = remark or other dose. Unless noted, calls come from the whole dose curve; as a rule, active = well fitted curve in the direction sought with a large enough effect; inconclusive = small, poorly fitted or top-dose-only effect, or another doubt; inactive = no such curve, though single readings can be large; an effect the other way counts as inactive or inconclusive.

Values run as follows: CHX counter, Pf growth 96h, TbPYK inhibitor, HCV inhibitor, Pf growth 48h, LmPK inhibitor, Shiga inhibitor
CC1=NN(C(=O)c2ccccc2-n2cccc2)C(O)(C(F)(F)F)C1 (stereo unspecified)
→ -2, -15%, -8%, 29%, 0%, 5%, 3
CC(C)(C)OC(=O)N1CCC(Cc2cc(-c3ccc(Cl)cc3)no2)(C(=O)O)CC1
→ -1, 30%[activator], -9%, 13%, 31%[activator], -3%, -3
COc1ccc(C2c3c4c(n(C)c3CCN2C)CCN(C)C4c2ccc(OC)cc2)cc1 (stereo unspecified)
→ -1, ·, 0%, 13µM*, ?, -2%, -11
CCOC(=O)N1CCC(NC(=O)C2CCCN(S(=O)(=O)c3ccc4c(c3)oc(=O)n4C)C2)CC1 (stereo unspecified)
→ -1, ·, -2%, 13%, 9%, 0%, -14
CC(C)Oc1ccc(S(=O)(=O)N2CCOCC2)cc1NC(=O)CCCSc1ccccc1
→ ·, ?, 5%, 11µM*, ?, ·, ·
CCCC(=O)NCCc1ccc(S(N)(=O)=O)cc1
→ 0, 18%, 5%, 14%, ·, 3%, -12
CCOCN(C(=O)Cn1c(COC)nc2ccccc21)c1c(C)cccc1CC
→ 7, ?, -5%&-7%, 12%, ?, 11%, -8
Cc1ccc2c(NC(=O)C3CC3)c(C)ccc2n1
→ 1, ?, ·, ·, 1%, 1%, -20
O=C(NCc1ccco1)c1ccc(N2CCOCC2)c([N+](=O)[O-])c1
→ -1, ?, 1%, 12%, -1%, 0%, -8
COc1ccc2c(c1)[C@H]1[C@H](CO2)[C@H](c2ccccc2)[C@]2(C)C(=O)N(CC3CCCO3)CC(=O)N12 (stereo partly specified)
→ ·, ?, -1%, 6%, ?, ·, ·
C/C(=N\NC(=O)c1cc(-c2cccnc2)nc2ccccc12)c1ccccc1O
→ 11*, ?, -12%, 4µM*, 6.6µM*, -5%, 17
CC1CCCCN1C(=O)C1CCN(S(=O)(=O)c2ccc(-n3cnnn3)cc2)CC1 (stereo unspecified)
→ -2, ?, -2%, 7%, ?, -2%, 2
COc1ccc(CNCc2ccccc2C(F)(F)F)cc1
→ 6, 0%, 8%, 9%, -15%, -1%, 17
O=C(CN(C(=O)c1cc2c(s1)CCC2)C1CCCC1)NCc1cccs1
→ -4, ?, 12%, ?, ?, 2%, 5
C#CCOCCOCCOCCNc1nc(N2CCN(C(=O)[C@H](CCC(=O)O)n3cc(C(N)CO)nn3)CC2)nc(N2CCN(C(=O)[C@H](CCC(=O)O)n3cc(C(N)[C@H](C)CC)nn3)CC2)n1 (stereo partly specified)
→ -2, 44%[activator], -8%, 7%, 6%, 2%, 1
CCc1ccccc1N1C(=O)/C(=C/c2ccc(N3CCN(C)CC3)o2)C(=O)NC1=S
→ -1, ?, -23%, 11%, ?, -3%, -5
CC1CCC(C(C)C)C(OP(=O)(c2ccc(N(C)C)cc2)C(O)c2cccnc2)C1 (stereo unspecified)
→ -5, ?, ·, ·, ?, 4%, -7
CN(C)CCCNc1c(C(=O)O)cnc2c1cnn2C
→ -3, 83%[activator], ·, ·, 7%, -4%, -5
COC(=O)c1ccc(COc2cccc3c2CCN(Cc2ccccc2)C3=O)o1
→ -1, ?, 7%, ?, ?, 3%, 17
CC(C)Cn1c(N)c(C(=O)NCc2cccs2)c2nc3ccccc3nc21
→ -3, ·, -7%, ?, 0%, 1%, -13
CCOC(=O)N1CCN(Cc2cn[nH]c2-c2cccc3ccccc23)CC1
→ -2, ?, 2%, 1%, -22%, 9%, -6
Cc1cc(NS(=O)(=O)c2ccc(OCCNS(C)(=O)=O)cc2)no1
→ -2, ·, -1%, 15%, 15%, -8%, -16
CC1=C/C(=N\OC(=O)/C=C/c2ccccc2)C(C)=CC1=O
→ -4, ?, -11%, 14%, 8%, -2%, -7
CC1=C(C(=O)N2CCCC(N3CCN(c4cccc(C(F)(F)F)c4)CC3)C2)OCCO1 (stereo unspecified)
→ -1, 13µM*, 3%, -18%, -17%, -8%, -33
CN(C)N=Nc1ccc2nc[nH]c2c1
→ -2, 34%[activator], ?, 7%, 29%, ?, 10
CC(=O)Nc1cccc(Oc2ccc3c(c2)C(=O)NC3=O)c1
→ 22*, 37%[activator], -3%, 24%, 17%, 12%, ·
O=C(COC(=O)c1cc(S(=O)(=O)N2CCOCC2)ccc1Cl)Nc1ccccc1Cl
→ ·, 20%, -4%, 21%, 22%, ·, ·
N#CC1(C#N)C(c2ccccc2)OC23CCCCCC2C1(C#N)C(=N)O3 (stereo unspecified)
→ -5, -26%, 0%, 31%[activator], -22%, -5%, -10
CCCN(CC(=O)Nc1ccccc1OC)C(=O)c1cccc(S(=O)(=O)NCc2ccccc2)c1
→ ·, 10µM*, 0%, -12%, ?, ·, ·
O=C(CN(c1ccc(F)cc1)S(=O)(=O)c1ccccc1)NCCSC1CCCCC1
→ 1, ?, 1%, -5%, 6.6µM*, 3%, -10
O=C(NC1CCCCCC1)c1cc(S(=O)(=O)N2CCOCC2)ccc1N1CCCCC1
→ -3, 6.6µM*, 4%, -22%, ?, 2%, 12
Cc1nn(CCOc2ccccc2)c(=O)n1-c1ccccc1
→ 29*, 61%[activator], 0%, -1%, 140%[activator], -1%, 38*
CC(=O)N1CCN(C(=S)Nc2ccc(Oc3ccccc3)cc2)CC1
→ 4, 5%, 7%, -14%, -13%, 0%, 39
CC(C)(C)c1cc(NC(=O)COC(=O)c2ccc3c(=O)n4c(nc3c2)CCC4)n(-c2ccccc2)n1
→ 16*, 6%, 2%, 0%&12%, 2%, -3%, 29
COC(=O)Cc1ccc(OC(=O)c2cccc(S(=O)(=O)N3CCN(C)CC3)c2)cc1
→ ·, 18%, -1%, -5%, -8%, ·, ·
CCOC(=O)C(NC(=O)c1ccccc1)=C1CCCCC1
→ 0, ?, -2%, 4%, ?, 3%, -5
CCCc1cc(C(=O)Nc2sc(C)c(CC)c2C#N)no1
→ 13*, 0%, -7%, -28%, -3%, 2%, 40
Cc1cc(C)nc(NC(=O)/C=C/c2ccccc2Cl)c1
→ 30*, 49%[activator], -5%, ?, -12%, -12%, 32*
CNC(=O)c1c(NC(=O)CS(=O)(=O)c2ccccc2)sc(C)c1C
→ ·, 0%, 1%, ?, -9%, ·, ·
Cc1ccc2[nH]c(=O)c(CN(C(=O)c3cccc([N+](=O)[O-])c3)C(C)C)cc2c1
→ -2, 0%, 3%, ?, 10%, -4%, 25

Record cards, as listed above. Order of values: CHX counter, Pf growth 96h, TbPYK inhibitor, HCV inhibitor, Pf growth 48h, LmPK inhibitor, Shiga inhibitor
`COc1ccc(CNCc2ccccc2C(F)(F)F)cc1` in the list: 6, 0%, 8%, 9%, -15%, -1%, 17
`Cc1ccc2[nH]c(=O)c(CN(C(=O)c3cccc([N+](=O)[O-])c3)C(C)C)cc2c1` in the list: -2, 0%, 3%, ?, 10%, -4%, 25

Fetched by compound from the entries so far, 2 records:
Values run as follows: CHX counter, Pf growth 96h, TbPYK inhibitor, HCV inhibitor, Pf growth 48h, LmPK inhibitor, Shiga inhibitor
Cc1cc(C)nc(NC(=O)/C=C/c2ccccc2Cl)c1
→ 30*, 49%[activator], -5%, ?, -12%, -12%, 32*
CCCc1cc(C(=O)Nc2sc(C)c(CC)c2C#N)no1
→ 13*, 0%, -7%, -28%, -3%, 2%, 40

The listing continues:
Values run as follows: CHX counter, Pf growth 96h, TbPYK inhibitor, HCV inhibitor, Pf growth 48h, LmPK inhibitor, Shiga inhibitor
Fc1ccc(Cn2nnnc2CN2CCN(C3CCCC3)CC2)cc1
→ -5, 0%, 3%, 24%, -2%, 5%, 10
COC(=O)/C=C1\S/C(=N/N=C/c2ccc(Cl)cc2)NC1=O
→ -1, 8%, -5%, 31%[activator], 15µM*, 3%, -4
Cc1ccc(S(=O)(=O)Nn2c(C)nnc2-n2nc(C)cc2C)cc1
→ -3, -5%, -19%, 9%, 7%, -5%, 26
CC(/C=N/NC(=O)Cn1nnc(N)n1)=C\c1ccc(C(C)C)cc1
→ 24*, 31%[activator], -1%, -4%, 2%, 5%, 77*
Cc1ccc(S(=O)(=O)NCCCN2CCCC2)cc1
→ -2, 9%, 0%, 9%, 1%, 2%, -6
Cc1ccc(S(=O)(=O)N2CCC(C(=O)OCC(=O)N(C)c3ccccc3)CC2)cc1C
→ ·, -11%, 1%, -4%, -33%, ·, ·
CCC(C(=O)N1CCC2(CC1)OCCO2)n1c2ccccc2c2nc(=O)cc(C)n21 (stereo unspecified)
→ -9, 21%, 3%, 20%, 23%, -7%, -4
CCNCc1cc2cc(C)ccc2[nH]c1=O
→ 5, -12%, 39%[activator], 29%, ·, 2%, 12
Cc1cc(C)c2sc(N(CCCN(C)C)C(=O)c3ccc(S(=O)(=O)N(C)Cc4ccccc4)cc3)nc2c1
→ ·, ?, -5%, ?, ?, ·, ·
Cc1ccc(NC(=O)c2c(O)c3ccccc3n(C)c2=O)nc1
→ 29, 34%[activator], 2%, ?, 134%[activator], -3%, 31
COc1ccc(CC(=O)NNC(=S)Nc2ccccc2)cc1Cl
→ 2, ?, -16%, 20%, -22%, 4%, 13
CS(=O)(=O)N1CCN(c2ccc(NC(=O)CSc3nnc(-c4ccco4)o3)cc2)CC1
→ -8, ?, -4%, 7%, 5%, -1%, -27
COc1ccc(N2CCN(S(=O)(=O)c3cccs3)CC2)cc1
→ 7, 40%[activator], -4%, -8%, 25%, 2%, -13
O=C1N/C(=C/c2ccco2)C(=O)N1Cc1ccccc1F
→ -3, ?, ?, -5%, 0%, 1%, -5
O=C(O)c1ccn2c(C(=O)c3ccc(Cl)cc3)c(-c3ccccc3)cc2c1
→ -2, 34%[activator], 0%, 16%, -1%, -6%, -6
CCOC(=O)c1c(S(=O)(=O)NCC(=O)N2CCN(c3ccccc3)CC2)c(C)n(C)c1C
→ 11, 22%, 1%&-12%, 18%, -2%, 5%, -5
COc1cc(S(=O)(=O)NCCCn2ccnc2)ccc1F
→ 1, ?, -6%, 1%, 30%[activator], 4%, ·
CC(C)n1cc(C(=O)N2CCCC(N3CCN(c4ccc(F)cc4)CC3)C2)cn1 (stereo unspecified)
→ -2, ?, 0%, -2%, -4%, 1%, -10
Cc1cccc(NC(=S)NC2CCSc3ccccc32)c1 (stereo unspecified)
→ 11, ?, 1%, ?, 12µM*, -7%, 22
COc1ccc(N(C(=O)Nc2ccc(Cl)cc2)C2=NCCC2)cc1
→ 24, ?, 1%, ?, 15%, -4%, 49
COCC(=O)N1CCCC(C(=O)c2ccc(-c3ccccc3)c(F)c2)C1 (stereo unspecified)
→ 28*, ?, 1%, ?, 0%, -1%, 20
O=C(COC(=O)C1c2ccccc2Oc2ccccc21)NC1CCS(=O)(=O)C1 (stereo unspecified)
→ -2, 16%, ?, 0%, -22%, 6%, 3

Compound activity: PubChem, National Center for Advancing Translational Sciences (NCATS)

An unsorted share of the library. Share with any hit: about 24%.
